Source: PubChem BioAssay
TcdB GH inh: TcdB glycohydrolase inhibition. P18177. TcdB glycohydrolase enzymatic assay, plate reader. inhibition, % at 9.99 µM. 350,000 compounds, 0.24% hits. AID 652162; in the data active = inhibition above about 10%
Target sequence (P18177 whole entry, looked up): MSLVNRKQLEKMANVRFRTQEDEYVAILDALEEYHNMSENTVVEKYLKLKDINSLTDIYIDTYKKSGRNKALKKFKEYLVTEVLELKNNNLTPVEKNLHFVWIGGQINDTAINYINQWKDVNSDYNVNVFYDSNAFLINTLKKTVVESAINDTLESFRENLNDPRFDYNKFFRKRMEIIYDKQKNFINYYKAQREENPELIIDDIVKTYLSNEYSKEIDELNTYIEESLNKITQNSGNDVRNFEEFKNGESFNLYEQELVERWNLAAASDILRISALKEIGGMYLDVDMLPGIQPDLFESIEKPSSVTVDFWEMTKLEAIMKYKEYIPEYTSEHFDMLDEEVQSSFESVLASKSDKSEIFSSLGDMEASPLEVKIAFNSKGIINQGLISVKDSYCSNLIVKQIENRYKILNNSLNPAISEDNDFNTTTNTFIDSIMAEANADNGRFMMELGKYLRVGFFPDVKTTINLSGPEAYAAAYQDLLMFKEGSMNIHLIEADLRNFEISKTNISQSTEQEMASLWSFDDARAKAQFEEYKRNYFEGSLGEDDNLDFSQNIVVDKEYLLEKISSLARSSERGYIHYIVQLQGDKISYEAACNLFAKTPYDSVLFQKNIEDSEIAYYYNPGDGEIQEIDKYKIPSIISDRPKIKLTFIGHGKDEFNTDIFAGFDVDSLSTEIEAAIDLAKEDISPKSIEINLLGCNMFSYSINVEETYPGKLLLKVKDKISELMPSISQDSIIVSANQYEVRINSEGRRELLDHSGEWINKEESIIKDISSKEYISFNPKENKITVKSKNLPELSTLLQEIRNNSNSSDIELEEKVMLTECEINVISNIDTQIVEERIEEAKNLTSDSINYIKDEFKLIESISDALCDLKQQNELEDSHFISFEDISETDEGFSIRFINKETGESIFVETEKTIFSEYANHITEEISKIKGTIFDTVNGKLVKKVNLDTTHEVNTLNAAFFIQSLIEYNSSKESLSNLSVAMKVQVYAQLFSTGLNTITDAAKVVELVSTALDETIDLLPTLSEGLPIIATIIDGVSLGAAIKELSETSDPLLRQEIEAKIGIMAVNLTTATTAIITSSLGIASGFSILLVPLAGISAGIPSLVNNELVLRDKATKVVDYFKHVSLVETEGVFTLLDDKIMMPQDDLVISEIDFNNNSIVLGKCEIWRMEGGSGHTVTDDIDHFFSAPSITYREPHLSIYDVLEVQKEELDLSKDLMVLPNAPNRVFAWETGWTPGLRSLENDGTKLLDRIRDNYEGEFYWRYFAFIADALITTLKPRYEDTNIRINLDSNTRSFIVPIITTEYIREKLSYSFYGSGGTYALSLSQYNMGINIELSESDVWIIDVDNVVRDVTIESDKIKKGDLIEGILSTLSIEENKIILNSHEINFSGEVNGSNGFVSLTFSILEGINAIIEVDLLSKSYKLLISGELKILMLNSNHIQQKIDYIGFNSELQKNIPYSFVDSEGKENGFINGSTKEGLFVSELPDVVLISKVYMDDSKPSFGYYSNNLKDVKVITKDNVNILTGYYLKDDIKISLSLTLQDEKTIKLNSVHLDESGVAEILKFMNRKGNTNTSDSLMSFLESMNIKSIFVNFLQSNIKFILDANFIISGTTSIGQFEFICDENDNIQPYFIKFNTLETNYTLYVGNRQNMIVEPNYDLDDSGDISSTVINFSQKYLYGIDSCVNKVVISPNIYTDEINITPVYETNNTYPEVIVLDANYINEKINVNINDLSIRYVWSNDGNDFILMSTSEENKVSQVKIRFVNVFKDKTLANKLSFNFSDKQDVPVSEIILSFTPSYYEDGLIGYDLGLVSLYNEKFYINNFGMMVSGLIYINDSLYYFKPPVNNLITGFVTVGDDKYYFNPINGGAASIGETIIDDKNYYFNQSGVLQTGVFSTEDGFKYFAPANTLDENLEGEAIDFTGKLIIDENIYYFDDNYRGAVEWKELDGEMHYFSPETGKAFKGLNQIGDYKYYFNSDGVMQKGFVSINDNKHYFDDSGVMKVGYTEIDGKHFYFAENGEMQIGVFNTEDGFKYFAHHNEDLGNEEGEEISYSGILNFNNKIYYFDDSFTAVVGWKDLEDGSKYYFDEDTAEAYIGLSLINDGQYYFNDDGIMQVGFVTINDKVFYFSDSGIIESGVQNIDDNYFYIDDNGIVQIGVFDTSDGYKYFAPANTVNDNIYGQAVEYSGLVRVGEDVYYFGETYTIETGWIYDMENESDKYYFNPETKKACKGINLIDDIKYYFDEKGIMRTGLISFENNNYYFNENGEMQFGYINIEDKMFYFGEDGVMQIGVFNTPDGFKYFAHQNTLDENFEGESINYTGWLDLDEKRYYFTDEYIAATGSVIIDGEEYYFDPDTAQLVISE
Starred values were filed as active, the others as inactive.

No.	mol	TcdB GH inh
1	COC(=O)C(CC#Cc1ccc2c(c1)[C@]1(C(=O)N2)[C@H](c2ccccc2OCCO)N2[C@H](c3ccccc3)[C@H](c3ccccc3)OC(=O)[C@H]2[C@@H]1C(=O)Nc1nc2ccccc2s1)C(=O)OC	0.6
2	[N-]=[N+]=Nc1ccccc1C[C@@]1(C(=O)NCCN2CCOCC2)N=C(c2ccc(OCCCO)cc2)O[C@@H]1c1ccccc1N=[N+]=[N-]	-0.1
3	CO[C@H]1CN(C)C(=O)c2cccc(C#N)c2OC[C@H]2O[C@H](CC[C@@H]2OC)CCN(C)C(=O)[C@H]1C	-0.9
4	C[C@H](NC(=O)C[C@@H]1C[C@H]2c3cc(NC(=O)CN(C)C)ccc3O[C@H]2[C@H](CO)O1)c1ccccc1	0.4
5	C[C@@H]1CN([C@@H](C)CO)C(=O)c2cc(NC(=O)Nc3ccc(C(F)(F)F)cc3)ccc2O[C@@H](C)CCCCO[C@H]1CN(C)CC1CCCCC1	0.3
6	CCCC(=O)Nc1ccc2c(c1)OC[C@@H](C)N(C(=O)C1CCCC1)C[C@@H](C)[C@@H](OC)CN(C)C2=O	1.0
7	CCC(=O)N1CC[C@@H]2[C@H]1c1cc(-c3ccc(F)cc3)ccc1N[C@@H]2CO	-1.9
8	COc1cccc(-c2ccc([C@H]3[C@H]4CN(C(=O)c5ccncc5)CC(=O)N4[C@H]3CO)cc2)c1	0.9

No.	mol	TcdB GH inh
9	C/C=C/c1ccc2c(c1)O[C@@H](CN(C)C(=O)CC1CC1)[C@@H](C)CN([C@@H](C)CO)S2(=O)=O	-1.4
10	CCCN1[C@H](C(=O)N(C)C)[C@@H](CO)[C@@H]2Cn3c(ccc(-c4cccc(F)c4)c3=O)[C@@H]21	0.4
11	C[C@H]1CN([C@@H](C)CO)C(=O)Cc2cc(NC(=O)Nc3ccccc3)ccc2O[C@H]1CN(C)Cc1ccc(C(=O)Nc2ccccc2N)cc1	0.4
12	CC=Cc1ccc2n(c1=O)C[C@@H]1[C@@H](CO)[C@H](C(=O)NC3CCC3)N(CCC)[C@H]21 (mixture of isomers)	-0.1
13	C[C@@H]1CN([C@H](C)CO)C(=O)c2cc(NC(=O)Nc3ccc(C(F)(F)F)cc3)ccc2O[C@@H](C)CCCCO[C@@H]1CN(C)Cc1ccc(Cl)c(Cl)c1	-0.8
14	COc1ccc(S(=O)(=O)N(C)C[C@H]2Oc3c(NC(=O)NC(C)C)cccc3C(=O)N([C@@H](C)CO)C[C@@H]2C)cc1	1.0
15	COCC(=O)N1[C@@H]2c3ccc(-c4ccc(F)cc4)c(=O)n3C[C@@H]2[C@@H](CO)[C@@H]1C(=O)Nc1ccccc1	0.9
16	Cc1noc(C)c1S(=O)(=O)Nc1ccc2c(c1)C(=O)N([C@H](C)CO)C[C@H](C)[C@H](CN(C)C)O2	-0.4

Taken from above.
Entry of compound 15 in TcdB GH inh: 0.9
Entry of compound 13 in TcdB GH inh: -0.8

The results go on.
No.	mol	TcdB GH inh
17	Cc1noc(C)c1NC(=O)N[C@H]1CC[C@@H](CC(=O)N2CCN(C)CC2)O[C@H]1CO	-0.2
18	Cc1ccc(S(=O)(=O)N(C)C[C@H]2Oc3ccc(NC(=O)Cn4cnnn4)cc3CC(=O)N([C@H](C)CO)C[C@@H]2C)cc1	-0.3
19	COc1ccc(S(=O)(=O)Nc2ccc3c(c2)CC(=O)N([C@@H](C)CO)C[C@H](C)[C@H](CN(C)S(=O)(=O)c2ccc(Cl)cc2)O3)cc1	6.4
20	C[C@@H]1CCCCO[C@H](CN(C)C(=O)Nc2ccccc2)[C@H](C)CN([C@@H](C)CO)C(=O)c2cc(NC(=O)Cc3ccccc3)ccc2O1	-1.7
21	C[C@@H]1CN([C@H](C)CO)S(=O)(=O)c2ccc(C#CCN(C)C)cc2O[C@@H]1CN(C)CC1CC1	-0.4
22	O=C(Nc1ccc2c(c1)OCO2)N[C@@H]1CC[C@@H](CCNC(=O)C2CCCCC2)O[C@H]1CO	-0.3
23	Cc1ccc(S(=O)(=O)N(C)C[C@@H]2Oc3ccc(NS(=O)(=O)c4c(C)noc4C)cc3CC(=O)N([C@H](C)CO)C[C@@H]2C)cc1	0.8
24	COc1ccc(NC(=O)Nc2ccc3c(c2)C(=O)N([C@H](C)CO)C[C@@H](C)[C@@H](CN(C)C(=O)C2CCCCC2)OCCCC[C@@H](C)O3)cc1	-5.8

Along the list, from the results shown.
TcdB GH inh, entries 17 to 24: -0.2, -0.3, 6.4, -1.7, -0.4, -0.3, 0.8, -5.8

Given as labelled records: entries from further up.
#20 C[C@@H]1CCCCO[C@H](CN(C)C(=O)Nc2ccccc2)[C@H](C)CN([C@@H](C)CO)C(=O)c2cc(NC(=O)Cc3ccccc3)ccc2O1
  TcdB GH inh = -1.7
#21 C[C@@H]1CN([C@H](C)CO)S(=O)(=O)c2ccc(C#CCN(C)C)cc2O[C@@H]1CN(C)CC1CC1
  TcdB GH inh = -0.4

(next part)
No.	mol	TcdB GH inh
25	C[C@H](CO)N1C[C@H](C)[C@H](CN(C)C(=O)NC2CCCCC2)OCCCC[C@H](C)Oc2ccc(NC(=O)Nc3ccc4c(c3)OCO4)cc2C1=O	-0.5
26	COc1ccccc1CNC(=O)C[C@H]1CC[C@@H](NC(=O)CN(C)C)[C@@H](CO)O1	-1.2
27	COc1ccc(-c2cnc3c(c2)C(=O)N([C@H](C)CO)C[C@@H](C)[C@H](CN(C)C(=O)NC2CCCC2)O3)cc1	0.2
28	CC=Cc1ccc2n(c1=O)C[C@H]1[C@H](CO)[C@@H](C(=O)N(C)C)N[C@@H]21 (mixture of isomers)	-0.2
29	COc1ccc(S(=O)(=O)Nc2ccc3c(c2)[C@H]2C[C@@H](CC(=O)N(C)C)O[C@H](CO)[C@H]2O3)cc1	-0.4
30	Cc1noc(C)c1NC(=O)N(C)C[C@@H]1Oc2c(NC(=O)C3CCCCC3)cccc2C(=O)N([C@H](C)CO)C[C@H]1C	-2.4
31	Cc1noc(C)c1NC(=O)Nc1cccc2c1O[C@H](CN(C)Cc1ccncc1)[C@@H](C)CN([C@@H](C)CO)C2=O	-1.3
32	CC(C)C#Cc1cnc2c(c1)C(=O)N([C@@H](C)CO)C[C@@H](C)[C@H](CN(C)C(=O)Nc1ccccc1)O2	0.5

Molecules listed so far containing a Cl atom (two):
No.	mol	TcdB GH inh
13	C[C@@H]1CN([C@H](C)CO)C(=O)c2cc(NC(=O)Nc3ccc(C(F)(F)F)cc3)ccc2O[C@@H](C)CCCCO[C@@H]1CN(C)Cc1ccc(Cl)c(Cl)c1	-0.8
19	COc1ccc(S(=O)(=O)Nc2ccc3c(c2)CC(=O)N([C@@H](C)CO)C[C@H](C)[C@H](CN(C)S(=O)(=O)c2ccc(Cl)cc2)O3)cc1	6.4

Additional compounds.
No.	mol	TcdB GH inh
33	CO[C@H]1CN(C)C(=O)c2ccc(NC(=O)NC(C)C)cc2OC[C@@H](C)N(Cc2ccccn2)C[C@@H]1C	0.9
34	C[C@H]1CN([C@@H](C)CO)C(=O)c2cc(NS(=O)(=O)c3ccc(Cl)cc3)ccc2O[C@@H]1CN(C)C(=O)Nc1ccc(F)cc1	-0.6
35	CCC(=O)N[C@@H]1C=C[C@H](CC(=O)NCCN2CCCCC2)O[C@@H]1CO	-0.9
36	O=C(C[C@H]1C=C[C@H](NC(=O)NC2CCCCC2)[C@H](CO)O1)NCc1ccccc1	0.7
37	O=C(NCc1ccc2c(c1)OCO2)[C@@H]1[C@@H](CO)[C@@H]2Cn3c(cccc3=O)[C@H]1N2Cc1cncnc1	-1.8
38	O=C(NCC(F)(F)F)[C@@H]1[C@@H](CO)[C@@H]2Cn3c(cccc3=O)[C@H]1N2CC1CC1	0.0
39	CC(C)CC#Cc1cnc2c(c1)C(=O)N([C@H](C)CO)C[C@@H](C)[C@H](CN(C)C(=O)NC1CCCC1)O2	-0.8
40	C[C@@H]1CN([C@@H](C)CO)C(=O)CCCn2cc(nn2)CO[C@@H]1CN(C)C(=O)Nc1ccc(-c2cccs2)cc1	0.3

No.	mol	TcdB GH inh
41	C[C@@H]1CCCCO[C@H](CN(C)Cc2ccc(C(=O)Nc3ccccc3N)cc2)[C@@H](C)CN([C@H](C)CO)C(=O)c2cc(NS(=O)(=O)c3ccccc3)ccc2O1	-0.4
42	CC(C)NC(=O)Nc1ccc2c(c1)C(=O)N([C@H](C)CO)C[C@H](C)[C@H](CN(C)C)OCCCC[C@@H](C)O2	-3.7
43	COc1cccc(C(=O)Nc2ccc3c(c2)OC[C@@H](C)N(C)C[C@H](C)[C@H](OC)CN(C)C3=O)c1	-0.2
44	C[C@@H]1CN([C@H](C)CO)C(=O)c2cc(NS(=O)(=O)c3ccc(F)cc3)ccc2O[C@@H](C)CCCCO[C@H]1CN(C)Cc1ccc(Cl)c(Cl)c1	-2.5
45	CN(C)C(=O)[C@H]1[C@H](CO)[C@H]2Cn3c(ccc(C4=CCCCC4)c3=O)[C@@H]1N2Cc1ccccc1	-0.4
46	C[C@H]1CN([C@@H](C)CO)C(=O)c2ccccc2-c2ccccc2CO[C@H]1CN(C)Cc1cccc(C(=O)O)c1	-0.5
47	C[C@@H]1CN([C@H](C)CO)C(=O)c2cc(NC(=O)Nc3ccc4c(c3)OCO4)ccc2O[C@@H](C)CCCCO[C@@H]1CN(C)C(=O)C1CCCCC1	0.2
48	C[C@@H]1CN([C@@H](C)CO)S(=O)(=O)c2ccc(C#CC3CC3)cc2O[C@@H]1CN(C)CC1CCOCC1	-2.2

No.	mol	TcdB GH inh
49	Cc1ccc(S(=O)(=O)Nc2ccc3c(c2)C(=O)N([C@H](C)CO)C[C@H](C)[C@@H](CN(C)S(=O)(=O)c2ccccc2)O3)cc1	-0.6
50	Cc1noc(C)c1NC(=O)Nc1ccc2c(c1)C(=O)N(C)[C@@H]1CC[C@@H](CC(=O)N[C@@H]3CCN(Cc4ccccc4)C3)O[C@@H]1CO2	-0.3
51	COc1ccc(C#Cc2cnc3c(c2)C(=O)N([C@@H](C)CO)C[C@@H](C)[C@@H](CN(C)C(=O)c2ccccc2F)O3)cc1	-1.8
52	COCC#Cc1ccc([C@@H]2[C@H]3CN(C(=O)Nc4ccc(F)cc4)CC(=O)N3[C@H]2CO)cc1	-0.5
53	C[C@@H]1CN([C@@H](C)CO)C(=O)c2cc(-c3cccc(C(=O)N(C)C)c3)cnc2O[C@H]1CN(C)C	1.1
54	C[C@H](CO)N1C[C@H](C)[C@H](CN(C)C(=O)c2ccc(F)cc2)Oc2ncc(C3=CCCCC3)cc2C1=O	-1.7
55	C[C@H](CO)N1C[C@H](C)[C@H](CN(C)C(=O)Nc2ccccc2)OCCCC[C@H](C)Oc2ccc(NC(=O)NC3CCCCC3)cc2C1=O	0.7
56	CCC(=O)N1[C@H](CO)[C@H](c2ccc(C3=CCCCC3)cc2)[C@@H]1CN(C)C(C)=O	-1.0

No.	mol	TcdB GH inh
57	Cc1ccc(S(=O)(=O)Nc2ccc3c(c2)C(=O)N([C@@H](C)CO)C[C@@H](C)[C@H](CN(C)C(=O)c2ccccc2)OCCCC[C@H](C)O3)cc1	-0.1
58	COc1ccc(NC(=O)Nc2ccc3c(c2)[C@@H]2C[C@@H](CC(=O)N(C)C)O[C@@H](CO)[C@@H]2O3)cc1	0.6
59	CCC(=O)N1CCCCN2[C@H](CO)[C@H](c3ccc(C#CCOC)cc3)[C@H]2C1	-0.3
60	CC(=O)N[C@H]1CC[C@@H](CCNC(=O)Nc2ccc(C(F)(F)F)cc2)O[C@@H]1CO	0.3
61	CCC(=O)N1[C@@H](CO)[C@@H]2c3ccccc3N(S(=O)(=O)c3ccccc3)C[C@@H]21	0.6
62	Cc1ccc(S(=O)(=O)N(C)C[C@@H]2OCCCC[C@@H](C)Oc3ccc(NC(=O)Nc4ccc(F)cc4)cc3C(=O)N([C@H](C)CO)C[C@@H]2C)cc1	-0.7
63	Cc1nn(C)cc1NC(=O)C[C@H]1CC[C@@H]2[C@@H](COc3ccc(NC(=O)Nc4cccc(Cl)c4)cc3C(=O)N2C)O1	1.0
64	C[C@@H]1CCCCO[C@H](CN(C)S(=O)(=O)c2cccs2)[C@H](C)CN([C@@H](C)CO)C(=O)c2cc(NC(=O)C3CCCCC3)ccc2O1	0.4

No.	mol	TcdB GH inh
65	CNC[C@@H]1OCCCC[C@H](C)Oc2ccc(NC(=O)Nc3ccccc3)cc2C(=O)N([C@@H](C)CO)C[C@@H]1C	0.3
66	C/C=C/c1cnc2c(c1)C(=O)N([C@@H](C)CO)C[C@@H](C)[C@@H](CN(C)C(=O)Cc1ccccc1)O2	0.2
67	C[C@@H]1CN([C@H](C)CO)C(=O)c2cc(NS(=O)(=O)c3ccc(Cl)cc3)ccc2O[C@H]1CN(C)S(=O)(=O)c1ccc(F)cc1	1.0
68	Cn1cnc(S(=O)(=O)N2C[C@H](O)COC[C@H]3O[C@@H](CC(=O)NC4Cc5ccccc5C4)CC[C@@H]32)c1	0.0
69	O=C(C[C@@H]1C[C@@H]2c3cc(NC(=O)Nc4ccc(C(F)(F)F)cc4)ccc3O[C@@H]2[C@@H](CO)O1)NC1CCCCC1	0.1
70	Cc1noc(C)c1S(=O)(=O)Nc1ccc2c(c1)C(=O)N([C@@H](C)CO)C[C@@H](C)[C@H](CN(C)S(=O)(=O)c1ccccc1)O2	1.2
71	CCCC(=O)Nc1ccc2c(c1)C(=O)N(C)[C@@H]1CC[C@H](CC(=O)NCC3CCCCC3)O[C@@H]1CO2	0.4
72	COc1cccc(-c2ccc3c(c2)O[C@@H](CN(C)C(=O)c2ccccc2F)[C@@H](C)CN([C@@H](C)CO)S3(=O)=O)c1	1.1

No.	mol	TcdB GH inh
73	CCC(=O)N(C)C[C@H]1Oc2cc(C#CC3CCCC3)ccc2S(=O)(=O)N([C@H](C)CO)C[C@H]1C	0.3
74	COCC#Cc1ccc2c(c1)O[C@@H](CN(C)S(=O)(=O)c1ccc(F)cc1)[C@H](C)CN([C@H](C)CO)S2(=O)=O	-0.2
75	Cc1noc(C)c1S(=O)(=O)N(C)C[C@H]1Oc2ccc(NS(C)(=O)=O)cc2CC(=O)N([C@H](C)CO)C[C@H]1C	0.0
76	CCC(=O)N(C)C[C@@H]1Oc2ncc(-c3ccc(C(=O)N(C)C)cc3)cc2C(=O)N([C@@H](C)CO)C[C@H]1C	0.7
77	COc1ccc(C(=O)Nc2ccc3c(c2)C(=O)N(C)[C@@H]2CC[C@H](CC(=O)NCC4CC4)O[C@H]2CO3)cc1	16.3*

The list is partial; rates above refer to the full screens.
